ERG-DNA inh: qHTS for Small Molecule Inhibitors of the ERG Ets/DNA interaction | fluorescence polarization, His-ERG Ets domain / labelled DNA | AID 624246, 2012 | 370,000 compounds, 0.028% hits | Transcriptional regulator ERG (Homo sapiens), P11308 | Potency, µM (top dose mostly 76.9 µM), without a hit: top-dose FP activity, negative = inhibition, hits mostly inhibitors; active means well fitted inhibition curve with a large enough effect in the polarisation, with a control signal flat; inconclusive means small, poorly fitted or top-dose-only effect, or effect the other way, or a change in a side signal; inactive means no such curve, though single readings can be large or run the other way; the % refers to the polarisation;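 further: polarization taken with two DNA probes labelled with fluorescein and Texas red; potency means the concentration at half of the fitted maximal effect; % of control where 0% means no effect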
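His-tagged ERG Ets domain (1 uM in the protein solution; 300mM KCl, 50mM Tris-HCl, 1mM EDTA, 1mM DTT, pH 7.5) received compound, then a probe mix of 5 nM fluorescein-DNA and 100nM Texas-615-DNA. Fluorescence polarization was read for both dyes.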
Pin1 inhibitor: qHTS Assay to Find Inhibitors of Pin1. Pin1 FP peptide displacement, HiFluor488, 10 min. Potency, µM (highest dose often 115 µM), without a hit: top-dose activity, negative = inhibition, usual class: inhibitors. Peptidyl-prolyl cis-trans isomerase NIMA-interacting 1 (Homo sapiens), Q13526. 390,000 compounds, 0.009% hits. AID 504891, 2011; active means well fitted inhibition curve with a large enough effect in the polarisation, with a control signal flat, not every such curve was filed as active; inconclusive means small, poorly fitted or top-dose-only effect, or effect the other way, or a change in a side signal; inactive means no such curve, though single readings can be large or run the other way; the % refers to the polarisation; further: potency means the concentration at half of the fitted maximal effect; on the % scale 0 is the no-effect control and ±100 the full control effect
Target sequence (Q13526 whole entry, looked up): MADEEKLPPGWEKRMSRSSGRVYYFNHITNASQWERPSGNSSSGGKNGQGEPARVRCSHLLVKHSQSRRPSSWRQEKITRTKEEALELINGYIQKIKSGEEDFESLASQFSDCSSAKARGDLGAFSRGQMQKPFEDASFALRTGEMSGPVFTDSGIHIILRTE
G9a inh: qHTS Assay for Inhibitors of Histone Lysine Methyltransferase G9a. Histone-lysine N-methyltransferase EHMT2 (Homo sapiens), Q96KQ7. G9a H3K9 monomethylation, AlphaScreen, 2 h. Potency, µM (series often up to 102 µM), for inactives: top-dose activity, negative = inhibition, hits mostly inhibitors. 350,000 compounds, 8.8% hits. AID 504332, 2011; further: potency means the concentration at half of the fitted maximal effect; on the % scale 0 is the no-effect control and ±100 the full control effect; nearly all actives have a fitted effect of over 75% in size
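AlphaScreen detection with an anti-monomethyl H3K9 antibody quantified product after a 2 h room-temperature reaction containing 500 nM biotinylated H3K9 peptide, 20 µM SAM and 20 nM enzyme, which had been preincubated 15 min with compound.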
BAZ2B block: qHTS Assay for Inhibitors of BAZ2B; Bromodomain adjacent to zinc finger domain protein 2B (Homo sapiens), Q9UIF8; AlphaScreen BAZ2B-H3K14Ac peptide displacement; Potency, µM (titrated, usually from 114 µM), inactives show top-dose activity change, negative = inhibition, hits mostly inhibitors; 360,000 compounds, 4.4% hits; further: potency means the concentration at half of the fitted maximal effect; on the % scale 0 is the no-effect control and ±100 the full control effect; nearly all actives have a fitted effect of over 60% in size
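Inhibition is scored as reduced AlphaScreen emission. The BAZ2B/b-H3(5-23)K14Ac complex (50 nM each) in PBS pH 7.4, 0.01% Tween-20 meets compound (up to 110 uM) for 30 min at RT before bead addition.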
JMJD2A Tudor inh: qHTS Assay for Inhibitors of JMJD2A-Tudor Domain; AlphaScreen JMJD2A-Tudor / H3K4me3 peptide binding; Potency, µM (titrated, usually from 114 µM), without a hit: top-dose activity change, negative = inhibition, actives largely listed as inhibitors; 390,000 compounds, 4.4% hits; AID 504339, 2011; further: potency means the concentration at half of the fitted maximal effect; on the % scale 0 is the no-effect control and ±100 the full control effect; nearly all actives have a fitted effect of over 50% in size
GLS inh: qHTS for Inhibitors of Glutaminase (GLS); GLS enzymatic activity, qHTS titration; Potency, µM (top dose mostly 45.5 µM), for the others: top-dose activity change, negative = inhibition, most hits filed as inhibitors; AID 624170, 2012; 410,000 compounds, 0.21% hits; Glutaminase kidney isoform, mitochondrial (Homo sapiens), O94925; further: potency means the concentration at half of the fitted maximal effect; on the % scale 0 is the no-effect control and ±100 the full control effect
Target sequence (O94925 whole entry, looked up, canonical isoform): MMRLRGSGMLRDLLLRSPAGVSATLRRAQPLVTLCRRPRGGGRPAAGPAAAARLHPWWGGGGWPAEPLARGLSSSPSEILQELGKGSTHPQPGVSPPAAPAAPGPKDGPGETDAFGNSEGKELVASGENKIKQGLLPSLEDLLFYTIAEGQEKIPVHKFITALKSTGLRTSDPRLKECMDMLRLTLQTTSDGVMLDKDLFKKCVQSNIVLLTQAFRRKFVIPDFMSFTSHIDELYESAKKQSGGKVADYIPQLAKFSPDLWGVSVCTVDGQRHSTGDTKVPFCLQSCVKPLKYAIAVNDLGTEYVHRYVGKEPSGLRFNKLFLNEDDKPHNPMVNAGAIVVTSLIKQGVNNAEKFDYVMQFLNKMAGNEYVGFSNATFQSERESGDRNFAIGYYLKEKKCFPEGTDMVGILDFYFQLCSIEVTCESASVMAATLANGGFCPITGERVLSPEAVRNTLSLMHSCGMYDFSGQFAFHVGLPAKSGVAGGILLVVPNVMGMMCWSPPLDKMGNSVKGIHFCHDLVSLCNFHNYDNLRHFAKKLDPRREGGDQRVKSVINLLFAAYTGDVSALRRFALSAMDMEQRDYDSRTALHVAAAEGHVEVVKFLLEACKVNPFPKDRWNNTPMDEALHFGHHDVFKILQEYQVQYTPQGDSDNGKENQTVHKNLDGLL
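Glutamate formation by hKGA was monitored fluorometrically using coupled glutamate oxidase, HRP and Amplex Red. Substrate was added as 1 mM L-glutamine solution; incubation was 30 min at RT after an initial read.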
Tb PGK inh: qHTS Assay to Find Inhibitors of Phosphoglycerate Kinase. Phosphoglycerate kinase, glycosomal (Trypanosoma brucei brucei), P07378. PGK/GAPDH coupled, Kinase-Glo luminescence, 60 min. Potency, µM (series often up to 57.5 µM), for the others: at the highest dose activity change, negative = inhibition, usual class: inhibitors. 380,000 compounds, 0.043% hits; further: potency means the concentration at half of the fitted maximal effect; on the % scale 0 is the no-effect control and ±100 the full control effect; nearly all actives have a fitted effect of over 60% in size
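Recombinant glycosomal PGK reaction used 1,3-bisphosphoglycerate generated in-well by GAPDH (100nM final) in 100mM TEA pH 7.6, 5mM MgCl2, 0.01% Tween-20. After 60 minutes at room temperature, ATP was read by Kinase-Glo Plus luminescence end-point.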
PI4K2A block: qHTS for small molecular inhibitors of PI4K2A; purified PI4K2A, ADP-Glo luminescence, 1 h; active compounds read low; 420,000 compounds, 0.13% hits; activity change, negative = inhibition, % at 76.9 µM; Phosphatidylinositol 4-kinase type 2-alpha (Homo sapiens), Q9BTU6; in the data active means activity change below about -50%; inconclusive means mostly about -30% to -49%;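 further: -100% = wells without enzyme as full effect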
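ADP-Glo luminescence measured ADP generated by PI4K2A enzyme (4 ug/mL before mixing) with 1.2 mM PI substrate (pre-mix) and 300 microM ATP (pre-mix). Tris pH7.5 buffer with MgCl2, Triton X-100; 1 h reaction at ambient temperature.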
HP1b chromo inh: HTS for Inhibitors of HP1-beta Chromodomain Interactions with Methylated Histone Tails | Chromobox protein homolog 1 (Homo sapiens), P83916 | AlphaScreen HP1-beta / biotin-H3K9me3 peptide binding | Potency, µM (doses to about 114 µM), inactives show top-dose activity change, negative = inhibition, actives largely listed as inhibitors | 390,000 compounds, 0.56% hits; further: potency means the concentration at half of the fitted maximal effect; nearly all actives have a fitted effect of over 70% in size; inactives centre near 23
Target sequence (P83916 whole entry, looked up): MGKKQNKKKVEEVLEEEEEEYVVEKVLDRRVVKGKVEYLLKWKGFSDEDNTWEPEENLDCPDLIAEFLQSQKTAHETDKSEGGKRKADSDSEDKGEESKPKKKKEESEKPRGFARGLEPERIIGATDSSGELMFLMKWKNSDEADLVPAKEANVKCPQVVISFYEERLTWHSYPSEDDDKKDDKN
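HP1-beta protein (50 nM final) preincubated 30 min at room temperature with biotinylated H3(1-18)K9me3 peptide (50 nM) in PBS pH 7.4, 0.01% Tween-20, then compound added for 30 min. AlphaScreen streptavidin donor/nickel chelate acceptor beads (10 ug/mL final), 30 min dark, luminescence read.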
Numbers without * were called inactive; i = inactive; ? = inconclusive; . = no result given; & = joins results of further samples; ! = a repeat was not active; [ ] = another dose, or the depositor's remark. Unless noted, the call rests on the fitted dose curve; in most records, active means well fitted curve in the direction sought with a large enough effect; inconclusive means small, poorly fitted or top-dose-only effect, or another doubt; inactive means no such curve, though single readings can be large; an effect the other way counts as inactive or inconclusive.

Values run as follows: PI4K2A block	ERG-DNA inh	BAZ2B block	JMJD2A Tudor inh	G9a inh	GLS inh	Pin1 inhibitor	HP1b chromo inh	Tb PGK inh
- CN(C)c1ccc(-c2noc(C3CCN(S(=O)(=O)c4cccc(Cl)c4)CC3)n2)cc1
    2	-10%	?	?	?	-16%	2%	2%	-13%
- COc1ccccc1/C=C(/CC(=O)NCc1ccc(F)cc1)c1nc2ccccc2s1
    -10	-8%	1%	-4%	1%[59 µM]	2%	13%	40%[activator]	5%
- COc1ccc(Cl)cc1-c1nc(SCC(=O)N(C)CCC#N)n[nH]1
    0	3%	-1%	-10%	-4%	0%	7%	38%	-9%
- O=C(Nc1ccc(Cl)c(Cl)c1)c1ccc2c(c1)OCO2
    -1	0%	-5%	-5%	.	2%	-11%	46%[activator]	0%
- Cc1ccc(S(=O)(=O)N2CCC(C(=O)NNC(=O)C3CC3)CC2)cc1Cl
    2	-10%	-7%	-13%	8%	0%	-5%	28%	-6%
- CCN1C(=O)[C@@H]2[C@H](C1=O)[C@@H]1CC(C(=O)OC)=C[C@@H](C(=O)OC)C3C1=C(C(=O)C3(CC)CC)[C@@H]2C (stereo partly specified)
    0	-7%	.	-21%&-12%	.	-1%	-1%&-10%	56%&25%[activator]	-2%
- COc1ccc(C2C(C(=O)N3CCN(c4ccccn4)CC3)CCC(=O)N2c2cc(OC)c(OC)c(OC)c2)cc1 (stereo unspecified)
    -5	-6%	-10%	-7%	7%	-3%	3%	43%[activator]	7%
- Cc1cccc(Nc2nnc(SCc3cn4ccsc4n3)s2)c1
    4	0%	-2%	?	?	14%	1%	0%	-4%
- Fc1ccccc1COc1ccc2ccccc2c1CNc1nn[nH]n1
    -2	7%	.	-7%	9%	10%	12%	44%[activator]	-5%
- Cc1cc(OCCCC(=O)Nc2cc(S(=O)(=O)N3CCOCC3)ccc2N2CCOCC2)ccc1Cl
    1	1%[15.4 µM]	.	-14%	.	7%	2%	16%	12%
- O=C(CN1CCN(c2ncc(C(F)(F)F)cc2Cl)CC1)NCCNc1ncc(C(F)(F)F)cc1Cl
    -1	-3%	2%	-13%	-3%[12.7 µM]	-21%	-10%	28%	0%
- CC(=O)NC(CCS(C)(=O)=O)C(=O)Nc1ccc(C)c(F)c1 (stereo unspecified)
    -9	6%	11%	-12%	-4%[12.7 µM]	5%	4%	28%	-2%
- CN(C)S(=O)(=O)c1ccc(Cl)c(NC(=O)CN2CCN(Cc3ccc4c(c3)OCO4)CC2)c1
    3	5%	-27%	-26%	?	1%	-3%	26%	i
- O=C(CN1C(=O)NC2(CCCC2)C1=O)Nc1cc(S(=O)(=O)N2CCCCC2)ccc1Cl
    2	-8%[15.4 µM]	.	-2%	.	8%	4%	22%	-2%
- CSc1ncccc1C(=O)OCC(=O)NC(N)=O
    -3	-5%	15%	-6%	21%[59 µM]	-6%	2%	41%	-6%
- Cc1ccc([N+](=O)[O-])cc1N(CC(=O)NCC1CCCO1)S(C)(=O)=O (stereo unspecified)
    2	3%	0%	-5%	1%[0.501 µM]	-17%	4%	46%[activator]	i
- CCCCNC(=S)NCCN1CCN(C(=S)NCCCC)CC1
    -4	2%	-37%	-13%	0%	9%	4%	33%	i
- COc1ccc([N+](=O)[O-])cc1NC(=O)C(C)OC(=O)CC1CCCC1 (stereo unspecified)
    3	-13%	-20%	-28%	8%[12.7 µM]	-2%	6%	28%	-5%
- O=C(CSc1ncnc2c1oc1ccccc12)c1cccs1
    -2	-7%	-1%	-6%	-46%	21%	13%	24%	-7%
- Cc1ccc(C)c(N2CCN(C(=O)CCCN3C(=S)NC(C)(C)CC3C)CC2)c1 (stereo unspecified)
    5	-1%	?	?	17%[59 µM]	-4%	-1%	-17%	-2%
- CCOc1ccccc1CN1CCN(Cc2cccc3c2OCO3)CC1CCO (stereo unspecified)
    -3	2%	-5%	-21%	.	4%	-3%	3%	-1%
- CC1=C(C(=O)Nc2cccc(C)n2)C(c2ccc3c(c2)OCO3)C2=C(CC(c3ccco3)CC2=O)N1 (stereo unspecified)
    -1	5%	-5%	-16%	-4%[59 µM]	18%	-2%	36%	-2%
- CC1=C(C#N)C(Nc2ccc(Cl)cn2)(C(F)(F)F)C(=O)N1 (stereo unspecified)
    -2	15%	-5%	4%	34%	-3%	1%	31%	10%
- CCO[C@H]1OC(C(N)=O)=C[C@@H](c2ccccc2)[C@@H]1CCCO
    2	-4%	-8%	-9%	32%[12.7 µM]	21%	0%	29%	4%
- CC(C)c1ccc(NC(=O)c2ccc3c(O)c(S(=O)(=O)c4ccccc4)c(=O)[nH]c3c2)cc1
    -2	0%	?	?	-29%[59 µM]	28%	?	-2%	-4%
- COC(=O)C1=C(CSc2nc3c(cc2C#N)CN(C)CC3)OC(N)=C(C#N)C1c1ccc(F)cc1 (stereo unspecified)
    ?	-9%	?	?	?	2%	?	-6%	-6%
- O=C(CSc1nc(-c2ccccc2)cs1)Nc1ccccc1[N+](=O)[O-]
    -3	-6%	25µM*	?	?	-15%	0%	?	i
- C#CCN1C(C)=C(C(=O)OC)C(c2cccc([N+](=O)[O-])c2)C(C(=O)OCC)=C1C (stereo unspecified)
    3&0	7%	-29%	-32%	11µM*!	1%	-1%	7%	-8%
- CN(CCO)c1cc(N2CCC3(CC2)OCCO3)c2nonc2c1[N+](=O)[O-]
    -5	-10%	1%	-11%	?	2%	22%	11%	-2%
- Cc1cc(Cl)c(OCCn2ccnc2)c(Br)c1
    6	-11%	?	18µM*	.	-8%	-3%	?	-6%

The list goes on; the last 2 above are carried over.
Values run as follows: PI4K2A block	ERG-DNA inh	BAZ2B block	JMJD2A Tudor inh	G9a inh	GLS inh	Pin1 inhibitor	HP1b chromo inh	Tb PGK inh
- CN(CCO)c1cc(N2CCC3(CC2)OCCO3)c2nonc2c1[N+](=O)[O-]
    -5	-10%	1%	-11%	?	2%	22%	11%	-2%
- Cc1cc(Cl)c(OCCn2ccnc2)c(Br)c1
    6	-11%	?	18µM*	.	-8%	-3%	?	-6%
- COCCn1c(Cc2ccccc2)nnc1SCC(=O)NC(C)(C)C
    4	1%	24%	-11%	-3%[59 µM]	5%	-2%	28%	-1%
- COc1cccc(CN(CC2CCCO2)S(=O)(=O)c2ccc(S(=O)(=O)N(C)C)cc2)c1 (stereo unspecified)
    -3	8%	3%	-8%	-34%[59 µM]	1%	1%	12%	-7%
- O=c1[nH]ncc(N/N=C\c2cccs2)c1Cl
    -1	-4%	-22%	-10%	-5%	19%	5%	28%	3%
- Cc1ccc(C)c2[nH]c(=O)c(CN(Cc3nnnn3C3CCCCC3)CC3CCCO3)cc12 (stereo unspecified)
    12	2%	-4%	-30%	?	-6%	0%	29%	10%
- O=C1/C(=C/c2ccccc2F)SC(=S)N1CCC(=O)N1CCCCC1CCO (stereo unspecified)
    11	0%	?	?	.	-5%	12%	-17%	-7%
- O=C(CN1CCN(Cc2ccccc2F)C1=O)NCCN1CCOCC1
    5	-7%	-1%	-14%	-1%	-15%	-6%	23%	-5%
- O=C(CCc1ccccc1)NN1C(=O)C2C3C=CC(O3)C2C1=O (stereo unspecified)
    -3	-16%	-11%	-2%	10µM*	1%	-4%	47%[activator]	-8%
- Cc1ccc(CN2CCN(/N=C/c3cccnc3)CC2)cc1
    4	8%	-33%	-25%	11%[59 µM]	6%	-5%	3%	-8%
- COc1ccc(-n2nnnc2SCC(=O)Nc2ccccc2N2CCOCC2)cc1
    8	?	-19%	-1%	.	14%	-6%	18%	6%
- O=C(CN1C(=O)c2cccc([N+](=O)[O-])c2C1=O)NNC(=O)c1ccc(F)cc1
    4	20%	.	-9%	.	5%	1%	11%	i
- Cc1cc(C)c2c(-n3cccc3)c(C(=O)NCCCN3CCCCC3)sc2n1
    1	0%	-11%	-15%	-36%[59 µM]	-6%	-6%	24%	-9%
- CCOCCn1c(CN2CCN(C(=O)c3ccco3)CC2)nc2c1c(=O)n(C)c(=O)n2C
    -3	4%	-3%	-6%	.	2%	3%	26%	10%
- O=C(NCc1cccs1)C1CC(=O)N(C2CCCC2)C1 (stereo unspecified)
    4	6%	1%	-7%	-21%[12.7 µM]	-3%	-1%	39%	i
- O=C(/C=C/c1ccccc1Cl)NCCCn1ccnc1
    -1	13%	-36%	-18%	-17%	-15%	7%	31%	3%
- O=C(O)CSc1nnc(-c2ccncc2)n1CCc1ccccc1
    5	4%	-4%	-3%	6%[12.7 µM]	7%	-3%	15%	1%
- COC(=O)Cn1cnc(C(=O)Nc2ccc(C)c(C)c2)n1
    -3	-1%	.	-6%	.	1%	5%	88%[activator]	9%
